# NOD2-RIPK2 inh: NOD2-RIPK2 protein interaction inhibition; CHO BLA complementation NOD2-RIPK2, CCF4 ratio; AID 624267; hit rate 0.38% among 360,000; inhibition, % at 4.98 µM; O43353; in the data active = inhibition above about 21%;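 also: 0% = vehicle only and 100% = reference blocker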
# TLR9-MyD88 block: TLR9-MyD88 interaction inhibition | Q9NR96+Q99836 | AID 504734 | hit rate 0.21% among 340,000 | CHO BLA complementation TLR9-MyD88, CCF4 FRET ratio | inhibition, % at 4.98 µM;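 active = inhibition above the mean over all tested compounds plus 3 SD, cut at about 21% in these data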;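 also: 0% = DMSO only wells and 100% = clavulanate BLA inhibitor control wells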
# Target sequence (Q99836 whole entry, looked up): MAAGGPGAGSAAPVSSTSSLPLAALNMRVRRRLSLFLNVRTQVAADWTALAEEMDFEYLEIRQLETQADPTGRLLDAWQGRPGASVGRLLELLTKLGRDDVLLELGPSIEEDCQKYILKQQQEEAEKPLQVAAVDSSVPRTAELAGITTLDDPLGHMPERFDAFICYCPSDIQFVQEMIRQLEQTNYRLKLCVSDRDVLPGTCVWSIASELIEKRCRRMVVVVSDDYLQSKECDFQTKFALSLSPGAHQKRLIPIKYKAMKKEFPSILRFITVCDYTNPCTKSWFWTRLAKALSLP
# Target sequence (Q9NR96 whole entry, looked up): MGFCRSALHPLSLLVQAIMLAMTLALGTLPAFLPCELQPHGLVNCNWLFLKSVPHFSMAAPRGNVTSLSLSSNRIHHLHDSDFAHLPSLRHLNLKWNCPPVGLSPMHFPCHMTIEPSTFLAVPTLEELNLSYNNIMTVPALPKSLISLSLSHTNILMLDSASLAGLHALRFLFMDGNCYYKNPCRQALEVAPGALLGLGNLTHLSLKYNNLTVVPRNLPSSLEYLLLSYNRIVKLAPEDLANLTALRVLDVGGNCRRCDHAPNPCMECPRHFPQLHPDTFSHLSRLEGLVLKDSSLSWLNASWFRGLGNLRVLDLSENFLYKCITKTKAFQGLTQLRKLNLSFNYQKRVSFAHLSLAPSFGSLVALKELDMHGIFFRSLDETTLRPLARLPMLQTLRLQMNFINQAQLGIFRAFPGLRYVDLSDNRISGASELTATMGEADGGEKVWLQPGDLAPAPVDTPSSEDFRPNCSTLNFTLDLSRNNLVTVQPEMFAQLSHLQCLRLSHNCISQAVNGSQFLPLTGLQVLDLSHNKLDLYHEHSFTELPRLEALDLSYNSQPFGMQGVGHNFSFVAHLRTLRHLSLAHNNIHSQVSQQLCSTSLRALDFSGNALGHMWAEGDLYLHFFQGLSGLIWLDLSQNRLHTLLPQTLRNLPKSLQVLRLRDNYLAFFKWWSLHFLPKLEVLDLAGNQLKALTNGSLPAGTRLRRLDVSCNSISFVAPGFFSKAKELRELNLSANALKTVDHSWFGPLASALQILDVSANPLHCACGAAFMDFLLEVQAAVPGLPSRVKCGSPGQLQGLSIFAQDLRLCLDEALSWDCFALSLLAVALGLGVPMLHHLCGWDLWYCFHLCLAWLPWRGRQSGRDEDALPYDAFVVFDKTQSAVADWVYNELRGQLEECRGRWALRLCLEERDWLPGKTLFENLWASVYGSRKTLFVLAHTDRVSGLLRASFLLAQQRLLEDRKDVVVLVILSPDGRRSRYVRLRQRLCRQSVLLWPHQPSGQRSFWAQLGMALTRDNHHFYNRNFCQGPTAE
# Exocytosis inh: lytic granule exocytosis inhibition; TALL-104 LAMP-1 surface exposure, flow cytometry; cells stimulated with thapsigargin and PMA; inhibition, % at 10 µM; hit rate 0.66% among 360,000; AID 651702;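 active = inhibition above about 55%, limit read from the data; inconclusive = no clear call, values can overlap the other calls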
# ABCB6 inh MLPCN: human ABCB6 transporter inhibition; hit rate 0.19% among 360,000; K562-ABCB6 porphyrin accumulation, flow cytometry, 1 h; hits give low values; fluorescence ratio to DMSO, % at 10 µM; Q9NP58;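 active = fluorescence ratio to DMSO below 75%, the collection mean minus 3 SD; inconclusive = too few cells collected in the well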;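 also: signal is porphyrin accumulated inside mitochondria; 100% equals median channel fluorescence of DMSO control wells; lower ratio means ABCB6 inhibition with less porphyrin fluorescence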
# MC4R barr agon: agonists of human melanocortin 4 receptor (MC4R) beta-arrestin | P32245 | U2OS MC4R beta-arrestin complementation, luminescence; percent of melanotan II response, DMSO zero | activation, % at 8.9 µM | hit rate 0.98% among 360,000;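 active = activation above a per-plate cutoff, the mean activation of sample wells on that plate plus 3 SD, cut at about 8% in these data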
# MC4R antagonist: antagonists of human melanocortin 4 receptor (MC4R); AID 540295; MC4R-expressing cells, MTII-stimulated cAMP, LANCE TR-FRET; hit rate 0.48% among 360,000; inhibition, % at 6.5 µM; P32245;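 active = inhibition above its plate's cutoff, the mean of tested wells on that plate plus 3 SD, cut at about 29% in these data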;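 also: 0% = Melanotan II alone and 100% = Melanotan II plus saturating MCL0020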
#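 Material: U2OS-MC4R stable cell line | Reagent: Melanotan II challenge after compound preincubation | Doses: One concentration, 6.5 µM nominal | Incubation: 30-min compound preincubation, 1-h Melanotan II challenge, 1-h detection, room temperature | Signal: TR-FRET cAMP assay | Replicates: One well per compound, no replicates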
# aDG glyco up: alpha-DG glycosylation activation; hit rate 0.22% among 360,000; Pro5-aDG cells, alpha-DG glycosylation AlphaScreen (IIH6); 0% Pro5, 100% B10-LARGE cell signal; activation, % at 10 µM; AID 624168;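 active = activation of at least 8% versus controls, or a plate z-score of at least 8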;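 also: Pro5 are CHO cells carrying HIG-tagged alpha-DG that lacks glycosylation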
# ABHD5 PLIN5 PPI: blocks binding of human ABHD5 to perilipin-5; Q00G26+Q8WTS1; Split G. princeps luciferase complementation, luminescence, 4 h; inhibition, % at 4 µM; hit rate 0.78% among 360,000; AID 602281;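 active = inhibition above the mean inhibition across every tested compound plus 3 SD, cut at about 22% in these data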;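 also: 0% = DMSO only wells and the 100% control is not disclosed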
# N-glyco inh: blocks N-linked glycosylation in D54 reporter cells; D54 ERlucT glycosylation luciferase reporter, 24 h; percent of 100 nM tunicamycin response; reporter increase, % at 12.5 µM; hit rate 0.23% among 360,000;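 active = mean luciferase reporter signal, scaled so untreated is 0 and the glycosylation-blocking control 100, at or above a set limit in every replicate; inconclusive = mean reaches the limit but not every replicate does; inactive = mean below the limit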;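 also: luciferase carries N-glycosylation sites so blocking glycosylation raises the light; 0% = median of neutral control wells and 100% = median of 100 nM tunicamycin wells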
# Vif inh: HIV Vif inhibition | HEK293T cells, Vif self-association by quenched fluorescence, imaging, 24 h | inhibition, % at 7.49 µM | hit rate 0.35% among 340,000; in the data active = inhibition above about 50%, passing the limit was not always enough; inconclusive = no clear call, values can overlap the other calls; inactive = below about 31%; also: some results filed as inactive read as strong as hits
# The depositor's hits bear a star; ? = inconclusive; . = not tested or not shown. The list is partial, so the mix of outcomes need not match the whole.
SMILES,NOD2-RIPK2 inh,TLR9-MyD88 block,Exocytosis inh,ABCB6 inh MLPCN,MC4R barr agon,MC4R antagonist,aDG glyco up,ABHD5 PLIN5 PPI,N-glyco inh,Vif inh
COCCN=C1Sc2nc3cc(C)c(C)cc3cc2CN1Cc1cccs1,-1,-9,5,89,-1.5,-1,0.0,2,-5,15
CCOC(=O)C1CCN(C(=O)CSc2n[nH]c(=O)[nH]c2=O)CC1,-11,-8,0,95,-1.4,3,-0.1,5,-1,?
O=C(CSc1nnc(COc2ccccc2F)n1-c1ccccc1)NCc1ccco1,-14,-2,-4,102,-0.7,8,0.3,2,-1,0
O=c1cc(-c2cccc(Br)c2)oc2cccc(O)c12,4,-4,-2,98,2.6,1,-0.2,2,3,-3
Cc1cc2c(cc1S(=O)(=O)NCCc1ccccc1)NC(=O)CO2,-2,-7,3,96,-0.4,2,0.1,-1,-3,-10
COc1cccc(CN2CCN(Cc3nc4c(s3)CCCC4)CC2CCO)c1 (configuration not stated),1,9,1,105,-2.9,-2,0.5,2,0,5
CC1=C(C(=O)N2CCOCC2)CC(CC(=O)NC2CCCC2)C(=O)N1Cc1ccc(F)cc1 (configuration not stated),-5,1,2,100,-0.1,-2,0.0,2,1,-5
Cc1ccc(CC(=O)N2CCN(c3cccc(C(F)(F)F)c3)CC2)cc1,-5,-5,-2,97,2.8,33*,-0.1,3,-1,-6
Cc1ccccc1-n1nnnc1SCC(=O)NCC1CCCO1 (configuration not stated),-4,3,0,83,-2.5,-1,-0.2,-3,1,-8
CC1(C)CC(=O)C=C(NNC(=O)c2cccnc2)C1,-4,.,-5,97,-1.8,8,0.1,3,0,-3
O=c1c(Oc2ccccc2Br)c(C(F)(F)F)oc2c(CN3CCCC3)c(O)ccc12,4,-5,1,93,-1.1,8,-0.3,6,1,-14
COc1ccc(OC)c(NC(=O)CCN2CCN(c3ccccc3F)CC2)c1,6,-8,0,100,-1.7,-3,0.0,1,-2,2
CCCC(=O)Nc1ccc2c(c1)nc(CN1CCCCC1)n2C,-15,-7,3,99,-1.1,0,0.0,4,2,0
COc1cccc(C(=O)N2CCC[C@H]2C(=O)N2CCC[C@H]2C(=O)NCc2ccccn2)c1,0,.,5,98,.,.,0.0,1,.,.
O=C(CCCCO)c1ccc(O)c(Cl)c1,-3,4,-9,102,-2.6,2,0.0,-9,3,-10
COc1ccc(C(=O)NCc2ccc(C)cc2)cc1S(=O)(=O)N1CCCc2ccccc21,-12,-14,-2,104,-0.8,3,0.4,-1,-5,3
CCC(C)C(CO)NCCCn1cnc2c(OCc3ccccc3)ncnc21 (configuration not stated),-4,8,-1,98,0.1,6,0.1,3,-4,1
O=C(CN1CCN(S(=O)(=O)c2ccc(Br)cc2)CC1)Nc1ccccc1F,-2,-6,-1,105,-1.8,1,0.0,-1,1,-7
O=S(=O)(c1ccc(F)c(F)c1)N1CCC2(CC1)OCCO2,4,-1,-5,92,0.5,4,0.0,10,0,-7
COc1ccc(Nc2nc(OC)nc(N3CCOCC3)n2)cc1,-2,-9,-3,100,-1.4,10,-0.1,0,0,-17
COc1ccc(CNC(=O)NC(C)(C)c2cccc(C(C)(C)NC(=O)NCc3ccc(OC)cc3)c2)cc1,-8,-2,2,96,-2.7,5,0.0,3,1,-7
COc1ccc(/C=C/c2nc(C#N)c(NCCN(C)C)o2)cc1OC,-7,-3,-6,106,-1.8,-20,0.1,-4,-3,0
Cc1nn(-c2ccccc2)c(C)c1C(=O)OC(C)C(=O)NC1CCCCC1 (configuration not stated),-8,0,9,95,2.1,0,0.2,0,-5,-37
Cc1nnsc1C(=O)NNc1ccc(C(C)(C)C)cc1,5,3,2,95,0.5,0,0.1,-7,1,-9
O=C(/C=C/c1cccs1)NC(=S)NNC(=O)c1ccccc1O,5,-6,0,96,-5.4,-2,0.9,13,-6,-14

# (more compounds)
SMILES,NOD2-RIPK2 inh,TLR9-MyD88 block,Exocytosis inh,ABCB6 inh MLPCN,MC4R barr agon,MC4R antagonist,aDG glyco up,ABHD5 PLIN5 PPI,N-glyco inh,Vif inh
CC(Oc1ccc(F)cc1)C(=O)N(CCC1=CCCCC1)c1c(N)n(Cc2ccccc2)c(=O)[nH]c1=O (configuration not stated),-6,-1,-1,92,-4.1,4,-0.1,-10,13,21
CC(OC(=O)c1ccncc1)C(=O)Nc1cccc(Cl)c1 (configuration not stated),7,-2,1,112,-1.5,7,0.1,-2,-1,10
C[C@H](CO)N1C[C@H](C)[C@@H](CN(C)C(=O)NC2CCCCC2)OCc2cnnn2CCCC1=O,-3,-15,-2,100,-0.8,6,-0.2,-4,3,.
Cn1ncc2cc(NC(N)=S)ccc21,3,-9,0,91,-2.0,3,0.1,5,-2,7
CCCc1nc2ccc(NC(=O)c3cccs3)cc2c(=O)n1Cc1ccc(Cl)cc1,-4,0,-1,73*,0.7,2,1.0,-3,-7,1
CCOC(=O)C1(c2csc(N)n2)COC(=O)C1 (configuration not stated),4,-11,-1,95,1.6,-6,-0.1,-6,0,-2
O=c1nc(/C=C/c2ccc(O)c(O)c2)oc2ccccc12,3,-3,-2,94,-3.9,-7,0.1,2,-2,-15
Cc1cc(C)c2nc(N3CCCC(C(=O)NCCCN4CCOCC4)C3)sc2c1 (configuration not stated),-5,-3,13,87,-0.7,7,0.3,11,0,0
COc1cc2c(cc1OC)C(=O)CCC2,-8,-12,-4,98,-0.9,0,-0.2,-6,-1,9
O=C(COC(=O)c1ccc(Cl)c(S(=O)(=O)N2CCc3ccccc3C2)c1)Nc1ncc(Cl)cc1Cl,2,-7,-4,98,-3.3,2,0.0,4,4,.
CC(O)(c1ccc(Cl)cc1)C(c1ccccc1)c1ccccn1 (configuration not stated),1,-4,0,95,-0.4,5,0.2,-5,-2,-2
O=C(c1ccc(F)cc1)N1CCN(c2cc(N3CCCCC3)c(F)cc2[N+](=O)[O-])CC1,5,2,-5,96,-0.1,-2,0.2,6,-6,-2
Nc1ncnc2nc(SCC(=O)Nc3ccccc3F)[nH]c12,-6,0,-5,98,-2.7,2,0.1,1,-1,19
CCc1nc(Nc2cccc(O)c2)c2oc3ccccc3c2n1,1,-9,5,98,1.9,0,-0.1,-3,12,-17
O=C(Cc1ccccc1)Nc1nnc(-c2cccc([N+](=O)[O-])c2)s1,-6,0,2,98,3.7,-12,-0.4,16,2,9
O=C(NC1CC1)C1CCN(S(=O)(=O)c2cc([N+](=O)[O-])ccc2Cl)CC1,-13,4,-3,103,-1.3,-12,-0.1,-5,-2,7
COc1cccc(NC(=O)CCCNC(=O)Cn2cnc3sc(C)c(C)c3c2=O)c1,-1,-12,6,101,0.6,-1,0.1,7,3,7
Cc1cc(C)c2c(c1)-c1c(ssc1=S)C(C)(C)N2C(=O)CSc1nncn1C,8,4,5,100,-1.0,-45,0.2,-1,1,.
Cc1ccc(C)c(-c2ccc(=O)n(Cc3cccc(Br)c3)n2)c1,-4,0,6,98,2.5,3,0.2,-2,-6,3
COc1ccc(CNS(=O)(=O)c2ccc(-n3cnnn3)c(OC)c2)cc1,-15,-13,-10,97,-1.0,2,0.2,2,0,-7
Cc1cccc(C)c1N1C(=O)CC(N(O)c2ccccc2)C1=O (configuration not stated),-7,15,0,96,-2.0,-3,1.0,-2,-1,12
CCOc1ccc(NC(=O)Nc2cc(C)ccc2OC)cc1,-16,-3,-2,100,0.5,-5,0.0,-1,-1,-8
CCN1CCCC1CNC(=O)CCNC(=O)c1cc(OC)c(OC)c(OC)c1 (configuration not stated),-6,-1,-2,95,0.9,7,-0.1,-1,1,2
NC(=O)C1CCN(C(=O)C2c3ccccc3C(=O)N3CCc4ccccc4C23)CC1 (configuration not stated),-8,0,6,101,-0.1,-4,-0.1,-6,-1,12
Cc1ccc(C(=O)c2cc3ccccc3o2)cc1[N+](=O)[O-],-6,7,-2,96,0.6,18,0.3,-4,-2,3

# The list goes on:
SMILES,NOD2-RIPK2 inh,TLR9-MyD88 block,Exocytosis inh,ABCB6 inh MLPCN,MC4R barr agon,MC4R antagonist,aDG glyco up,ABHD5 PLIN5 PPI,N-glyco inh,Vif inh
O=C(c1ccco1)N(CC1CCCO1)c1nc(-c2ccccc2)cs1 (configuration not stated),2,1,2,98,2.5,14,0.0,-13,-4,-11
CC(C)Oc1cccc(C(=O)C2CCCN(Cc3ccc(Oc4ncccn4)cc3)C2)c1 (configuration not stated),-3,5,-2,98,-2.3,-1,0.2,4,-5,-3
CCN(C(=O)c1ccc(=O)[nH]c1)c1c(N)n(Cc2ccccc2)c(=O)[nH]c1=O,-7,-6,12,95,1.0,7,-0.1,5,2,6
O=C(O)c1cn(Cc2ccccc2Cl)c2ccc(S(=O)(=O)N3CCOCC3)cc2c1=O,0,0,3,103,0.7,10,0.1,-1,-1,0
CCOc1ccc(-c2cnc(N)n2C)cc1,-5,7,0,102,-0.6,4,-0.4,2,2,-6
CCOc1ccc(CNCCc2ccc(S(N)(=O)=O)cc2)cc1,1,-13,7,93,-2.1,10,-0.3,4,-4,2
CCOC(=O)c1ccc(NC(=O)c2ccc(CO)c(C(=O)NC3CCN(C(=O)OCC)CC3)c2)cc1,-4,0,1,91,0.2,9,-0.2,3,-2,-19

# A second format for 8 compounds above:
# Each structure is followed by: NOD2-RIPK2 inh	TLR9-MyD88 block	Exocytosis inh	ABCB6 inh MLPCN	MC4R barr agon	MC4R antagonist	aDG glyco up	ABHD5 PLIN5 PPI	N-glyco inh	Vif inh
CCOC(=O)C1CCN(C(=O)CSc2n[nH]c(=O)[nH]c2=O)CC1
→ -11	-8	0	95	-1.4	3	-0.1	5	-1	?
O=C(CSc1nnc(COc2ccccc2F)n1-c1ccccc1)NCc1ccco1
→ -14	-2	-4	102	-0.7	8	0.3	2	-1	0
O=c1cc(-c2cccc(Br)c2)oc2cccc(O)c12
→ 4	-4	-2	98	2.6	1	-0.2	2	3	-3
Cc1cc2c(cc1S(=O)(=O)NCCc1ccccc1)NC(=O)CO2
→ -2	-7	3	96	-0.4	2	0.1	-1	-3	-10
COc1cccc(CN2CCN(Cc3nc4c(s3)CCCC4)CC2CCO)c1 (configuration not stated)
→ 1	9	1	105	-2.9	-2	0.5	2	0	5
CC1=C(C(=O)N2CCOCC2)CC(CC(=O)NC2CCCC2)C(=O)N1Cc1ccc(F)cc1 (configuration not stated)
→ -5	1	2	100	-0.1	-2	0.0	2	1	-5
Cc1ccc(CC(=O)N2CCN(c3cccc(C(F)(F)F)c3)CC2)cc1
→ -5	-5	-2	97	2.8	33*	-0.1	3	-1	-6
Cc1ccccc1-n1nnnc1SCC(=O)NCC1CCCO1 (configuration not stated)
→ -4	3	0	83	-2.5	-1	-0.2	-3	1	-8

# Screens: PubChem, several laboratories
